# Furin inhibitor: human furin inhibition; purified furin, fluorogenic substrate cleavage; 220,000 compounds, 0.061% hits; inhibition, % at 30 µM; P09958; in the data active means inhibition above about 25%; further: inactives centre near -15
# thrombin 1536: inhibitors of human thrombin | P00734 | 220,000 compounds, 0.26% hits | inhibition, % at 5 µM | AID 1046 | alpha-thrombin, Boc-VPR-AMC fluorogenic substrate cleavage;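 active means inhibition at or above 40%; inactive means inhibition below 40%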;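 further: 0% = enzyme with no compound and 100% = wells without enzyme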
#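 System: Human alpha-thrombin protein | Medium: pH 7.5 Tris (50 mM) with NaCl 150 mM, Tween 20 0.05% | Times: Enzyme reaction carried out at room temperature | Detection: AMC fluorescence, 355/460 nm | Evaluation: Percent inhibition scaled between no-compound controls and no-enzyme blanks | Benchmarks: Enzyme without compound as high, wells lacking enzyme as low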
# Wee1 degr inh: blocks degradation of human Wee1 kinase. reporter increase, % at 5 µM. HeLa Luc-Wee1K328M stability, luciferase luminescence; 100% = proteasome inhibitor MG132 effect. AID 1321. 220,000 compounds, 1.2% hits;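 active means activation above the mean of all tested compounds plus 3 SD, set per screening run, cut at about 8.8% in these data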;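 further: cells exposed to compound for 20 h before luminescence read; 0% = DMSO alone and 100% = MG132 at 30 µM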
# PERK inh: blocks human PERK kinase. Q9NZJ5. CHO PERK-DD fusion, SEAP luminescence translation reporter. inhibition, % at 5.6 µM. 220,000 compounds, 0.17% hits. AID 1416;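 active means inhibition above the mean inhibition of all tested compounds plus 3 SD, set separately per screening campaign, cut at about 2.9% in these data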;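 further: PERK kinase domain activated by AP20187 dimerizer at 100 nM; 0% = DMSO with dimerizer and 100% = rapamycin at 8.4 µM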
# Target sequence (Q9NZJ5 whole entry, looked up, the tested form may be a part): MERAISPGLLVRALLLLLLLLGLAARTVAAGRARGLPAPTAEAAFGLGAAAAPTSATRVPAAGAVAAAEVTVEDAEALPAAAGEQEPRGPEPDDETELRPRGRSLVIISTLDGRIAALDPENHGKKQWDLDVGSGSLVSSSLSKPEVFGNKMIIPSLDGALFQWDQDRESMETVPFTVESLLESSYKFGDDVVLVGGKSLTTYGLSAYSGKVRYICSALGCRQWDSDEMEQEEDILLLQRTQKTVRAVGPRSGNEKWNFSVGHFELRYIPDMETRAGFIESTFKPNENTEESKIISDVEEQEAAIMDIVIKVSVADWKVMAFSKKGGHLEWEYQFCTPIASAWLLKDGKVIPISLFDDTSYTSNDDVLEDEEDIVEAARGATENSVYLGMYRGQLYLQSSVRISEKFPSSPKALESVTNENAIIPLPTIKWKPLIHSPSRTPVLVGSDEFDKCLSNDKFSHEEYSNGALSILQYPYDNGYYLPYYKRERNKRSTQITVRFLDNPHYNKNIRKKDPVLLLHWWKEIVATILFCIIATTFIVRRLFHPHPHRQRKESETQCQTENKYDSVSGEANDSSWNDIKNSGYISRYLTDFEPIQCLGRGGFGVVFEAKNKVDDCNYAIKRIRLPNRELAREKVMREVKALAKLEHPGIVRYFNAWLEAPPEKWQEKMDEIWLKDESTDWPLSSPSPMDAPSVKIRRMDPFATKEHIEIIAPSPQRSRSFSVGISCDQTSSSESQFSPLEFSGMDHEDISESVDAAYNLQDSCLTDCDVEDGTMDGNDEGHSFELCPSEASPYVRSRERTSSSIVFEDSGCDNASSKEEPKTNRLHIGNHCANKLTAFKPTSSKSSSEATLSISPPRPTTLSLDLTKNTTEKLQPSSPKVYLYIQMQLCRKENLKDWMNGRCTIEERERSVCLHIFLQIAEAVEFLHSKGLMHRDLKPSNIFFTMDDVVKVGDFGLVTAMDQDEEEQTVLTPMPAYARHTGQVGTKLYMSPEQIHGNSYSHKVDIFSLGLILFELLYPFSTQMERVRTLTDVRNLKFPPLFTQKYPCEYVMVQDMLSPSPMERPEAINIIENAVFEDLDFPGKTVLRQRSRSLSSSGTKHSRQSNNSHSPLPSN
# FXIa inh 1536: blocks human coagulation factor XIa protease activity; P03951; purified FXIa, Boc-Glu-Ala-Arg-AMC fluorogenic substrate; inhibition, % at 5 µM; 220,000 compounds, 0.14% hits; AID 798;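 active means inhibition of at least 40%; inactive means inhibition below 40%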;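 further: fluorescence of freed AMC excited at 355 nm; 0% = enzyme without compound and 100% = no enzyme blank; many of its hits are not listed in these tables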
# FXIIa inh 1536: blocks human coagulation factor XIIa protease activity | 220,000 compounds, 0.3% hits | P00748 | inhibition, % at 5 µM | AID 800 | purified FXIIa, Boc-QGR-AMC fluorogenic substrate, 2 h; in the data active means inhibition above about 40%;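 further: 0% = enzyme with no compound and 100% = blank without enzyme; many of its hits are not listed in these tables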
# p97 ATPase inh: human p97 ATPase inhibition; P55072; recombinant p97 ATPase, Kinase-Glo ATP luminescence, 3 h; inhibition, % at 8 µM; 220,000 compounds, 0.42% hits; AID 1481; in the data active means inhibition above about 15%;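 further: 0% = DMSO vehicle and 100% = wells lacking enzyme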
# Cl transport mod: KCC2 (human) Cl- transport modulation; Q9H2X9; KCC2 cells, thallium flux FluoZin-2 fluorescence; B-score of Tl+ flux slope (higher = more flux/activation; lower = inhibition) at 10 µM; 190,000 compounds, 2.2% hits; AID 1456;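 active means thallium flux slope and its plate-corrected score both differing from the plate sample mean at a set confidence after two filtering rounds, in either direction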;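 further: slope of fluorescence scaled to starting intensity during 10 to 20 s after thallium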
# KLK5 inh: blocks human kallikrein 5 protease activity; recombinant hK5, fluorogenic AMC substrate cleavage; inhibition, % at 5 µM; 210,000 compounds, 0.59% hits; AID 873;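 active means inhibition of 40% or more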;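 further: 0% = enzyme controls without compound and 100% = no-enzyme blanks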
# * marks the source's active call; other numbers are inactive results; · = no result given; [ ] = another dose, or the depositor's remark.
PERK inh,Wee1 degr inh,thrombin 1536,KLK5 inh,Cl transport mod,FXIa inh 1536,FXIIa inh 1536,Furin inhibitor,p97 ATPase inh,Structure
-1.8,1.3,-0.2,-7.9,·,-2.1,2.0,-19.3[20 µM],-0.4,CCCNC(=O)c1ccccc1NC(=O)Nc1ccccc1C
0.8,-1.7,2.1,4.8,·,-9.1,11.7,-17.0[20 µM],3.1,N/C(COc1ccccc1)=N\NC(=O)c1cccnc1Oc1ccccc1
0.4,-0.5,2.3,-22.0,0.0113,6.5,17.0,-10.4[20 µM],0.2,C=CCN1C(=O)C(Cc2ccc(F)cc2)S/C1=N/N=C/c1cccs1 (stereo not drawn)
-0.8,-0.7,8.0,-5.2,·,3.9,15.5,6.6[20 µM],-8.6,CCn1c(CS(=O)Cc2ccc(Cl)cc2Cl)nnc1SCc1c(Cl)cccc1Cl (stereo not drawn)
-0.9,-0.5,0.4,-2.8,-0.157,4.9,19.9,-12.6[20 µM],-2.1,Cc1ccc(C(=O)Nc2ccc(S(=O)(=O)N3CCc4ccccc43)cc2)o1
0.0,1.2,2.2,-1.1,-0.283,4.1,12.8,-9.2,-21.1,Cc1nc(-c2ccc(NC(=O)c3ccccc3)cc2)cs1
0.6,0.5,13.9,8.0,-0.121,17.4,17.8,-10.8,-4.7,CC(C)N(Cc1nc(-c2ccccc2)no1)S(=O)(=O)c1ccccc1
-0.1,-0.6,0.1,-11.1,0.751,-2.5,7.4,-20.0,1.1,CCCN1Cc2cccc(C(N)=O)c2C1=O
0.5,-2.4,1.4,-7.2,-1.32,3.8,6.4,-14.6,-7.0,COc1ccc(/C=N/NC(=O)c2ccc(Cl)cc2)cc1COC(C)=O
-0.4,-0.8,12.3,9.6,-0.297,7.5,12.8,-6.2,-7.7,C/C(N)=C(/C#N)C(=O)CSc1nc2scc(-c3ccc(F)cc3)c2c(=O)n1C
0.7,-0.7,0.2,-12.5,-0.175,5.9,13.5,-18.7[20 µM],-0.5,O=C(Nc1cc(N2CCOCC2)ncn1)NC1(C(F)(F)F)Oc2ccccc2O1
-0.3,-2.5,-2.0,-0.6,0.115,0.7,12.3,7.9[20 µM],-2.4,CCc1ccc(C(=O)CCC2CCCCC2=O)cc1 (stereo not drawn)
1.4,0.5,2.1,-4.8,·,2.5,20.6,-17.8,0.9,Cc1ccc(S(=O)(=O)NC2=NCN(CCN3CCOCC3)CN2)cc1
1.4,3.3,-3.0,-7.2,·,-4.7,2.0,-5.9,-0.7,COC(=O)Nc1ccc(C)c(NC(=O)OC)c1
-0.9,-4.0,-5.5,-2.4,·,2.8,-2.5,-17.4,-3.0,CCOC(=O)C1CCN(CC(=O)Nc2c(C(=O)OC)[nH]c3cccc(C)c23)CC1
-0.4,1.2,9.6,-1.1,0.0365,4.6,13.5,-13.5,-8.3,CC1(c2ccc3noc(-c4ccc(Cl)cc4)c3c2)OCCO1
-0.3,1.4,-6.0,4.1,·,-3.2,-3.3,-9.5[20 µM],-1.1,COC(=O)CCC(=O)Nc1cccc2c(NC(=O)CCC(=O)OC)cccc12
0.0,0.1,-0.3,-7.5,1.46,9.7,11.3,-10.1,2.4,CC(C)c1ccc(C2=C(O)c3ccccc3C(=O)C2=O)cc1
1.4,-2.6,-18.1,-2.6,-0.631,-4.5,1.8,-13.2,1.5,Cn1c(N)c(C(=O)COC(=O)[C@@H]2CCCN2S(=O)(=O)c2ccc(Cl)cc2)c(=O)n(C)c1=O
0.0,1.6,-4.5,-25.3,-0.502,7.9,14.5,-19.4,2.1,COc1ccc(Cn2c(=O)[nH]c3cc(C(=O)Nc4ccc(N5CCN(C)CC5)cc4)ccc32)cc1
-1.5,-1.6,13.0,46.7*,1.68,-0.2,1.7,4.4[20 µM],-8.4,CCN1CCN(c2cc(C(C)(C)C)nc3c(-c4ccccc4)c(C)nn23)CC1
0.9,-0.1,-5.8,-5.9,0.00134,5.5,0.1,-30.0,-0.3,Cc1ccc(C(=O)NNC(=O)c2cccnc2SCc2cccc([N+](=O)[O-])c2)cc1
0.9,0.9,1.3,5.2,-0.527,5.4,14.9,-3.5,2.1,O=C(NCCN1CCOCC1)c1cccs1
0.1,1.4,-7.0,-4.8,-0.0313,1.1,3.4,-3.0[20 µM],-0.6,COc1nc(OCCNC(C)=O)nc(N(C)C)n1
1.0,4.9,-8.9,-0.5,-0.15,-1.3,4.6,-15.9,5.0,COc1cccc(-n2c(=O)c3c(C)c(C(=O)N(C)C)sc3n(CC(=O)NCC3CCCO3)c2=O)c1 (stereo not drawn)
1.6,0.6,2.1,-1.7,·,6.7,4.4,-19.2[20 µM],2.9,O=C(O)CCC(=O)Nc1ccccc1C(=O)Nc1ccccc1
-0.6,-2.5,-7.9,9.3,0.00455,-3.8,-4.5,-21.2,-3.3,CN(CC(=O)Nc1ccc(Cl)cc1)CC(=O)Nc1ccc(F)c(F)c1F
1.2,-1.6,-1.6,2.4,0.83,-1.6,7.4,-25.5,6.5,Cc1nnc(Nc2ccc(Cl)cc2)s1
1.3,-1.0,-2.7,-5.5,0.695,-1.9,4.2,-17.6,7.3,N#CC(=C1Nc2ccccc2N1)S(=O)(=O)c1ccccc1
-1.4,0.6,2.5,-12.2,·,3.2,11.5,-9.6[20 µM],-1.5,Cc1ccc(C(C(=O)NC2CCCCC2)N2CCOCC2)cc1 (stereo not drawn)
0.7,-1.7,-0.3,-5.4,0.355,9.2,13.5,-13.0,1.3,CCCCN(C(=O)CSc1nnc(-c2ccccc2)n1C)c1c(N)n(Cc2ccccc2)c(=O)[nH]c1=O
0.1,0.4,-1.5,-1.4,-0.0372,-1.7,6.4,-10.7[20 µM],-5.4,Cc1ccc2c(c1)sc1nc(=O)n(-c3ccc(Cl)cc3)c(=O)n12
2.2,1.9,0.6,-2.8,0.000585,8.9,7.2,-3.0,6.8,Cn1c(=O)c2c(ncn2CC(=O)N/N=C/C=C/c2ccco2)n(C)c1=O
0.3,0.7,-2.6,-9.8,5.5*,1.6,9.6,-40.9,3.0,COc1ccc(C2C(C(N)=O)=C(C)Nc3nc(-c4ccccc4)nn32)cc1OC (stereo not drawn)
-0.3,1.0,103.5*,40.3*,·,1.2,-0.4,-19.1[20 µM],-0.9,CCOC(=O)N1CCN(C(=O)C2CCCN(S(=O)(=O)c3cc(C)ccc3OC)C2)CC1 (stereo not drawn)
0.5,-2.1,3.1,0.3,-0.319,10.8,20.6,-11.8,-2.3,CCOc1cccc(-c2nnc3sc(-c4ccco4)nn23)c1
0.7,7.4,-1.6,12.1,·,2.9,4.7,-18.2,-0.6,O=C(O)Cc1ccc2oc(-c3cccnc3)nc2c1
-0.2,-0.4,4.1,4.2,-0.446,0.6,11.8,-17.3,-2.3,CCc1nn2c(N(C)CCO)cc(C)nc2c1-c1ccc(F)cc1
0.1,-2.4,-1.3,0.1,-1.05,8.2,15.3,-4.8[20 µM],4.3,COc1cccc(NC(=O)CSc2nnc(Cn3nnc4ccccc43)n2C)c1
0.1,-1.0,0.8,-21.1,0.0926,0.4,11.0,-23.3,9.7,COc1ccc(O)c(C(=O)c2cnc3onc(C)c3c2)c1
0.5,-0.7,-0.4,-10.2,1.36,3.0,-5.2,-2.8,-2.4,CC(=O)c1c(C)n([O-])c2ccccc2[n+]1=O
0.7,1.2,2.3,-0.8,0.596,13.5,6.4,-1.7,1.9,CCC(=O)Oc1ccc(C(=O)Nc2c[nH]c(=O)[nH]c2=O)cc1
0.2,-1.0,0.2,-10.1,0.519,-4.2,4.5,-18.6,1.3,Cc1cc(C)cc(NC(=S)Nc2ccc(Cl)c(Cl)c2)c1
1.0,1.4,0.2,3.6,-0.0791,1.9,9.5,-27.3,6.2,CCO[C@H]1OC(C(=O)NCc2ccccc2)=C[C@@H](c2cn(C(C)=O)c3ccccc23)[C@@H]1CCCO
0.7,-1.1,-1.6,-12.6,0.157,16.5,27.2,-21.1[20 µM],1.6,CCOC(=O)c1c(C)nc2ccc(C)cn12
-0.3,-2.6,0.3,-2.5,·,-4.3,14.1,-7.4[20 µM],-4.0,COc1ccc(Cl)cc1N1C(=O)CC(N2CCc3ccccc32)C1=O (stereo not drawn)
-0.6,-2.3,10.5,-11.8,0.959,0.8,10.6,-10.6[20 µM],1.6,Cc1ccc(Nc2nc(-c3c(C)n(C)n(-c4ccccc4)c3=O)c(C)s2)cc1
-0.4,1.3,3.0,-9.9,·,-1.6,2.9,-15.6,-1.8,Cc1cc(C)c2nc(N3CCC(C(=O)N4CCCC4)CC3)sc2c1
-0.2,-1.6,5.9,-5.5,0.655,-9.5,11.2,-17.8,-0.7,CCOc1ccc(CCNC(=O)CCCN2C(=O)c3ccccc3C2=O)cc1OCC
-0.2,0.9,-4.1,-4.7,0.245,0.3,11.0,-3.7[20 µM],2.4,Cc1cc(NC(=O)CSc2nc3ccccc3[nH]2)no1
0.1,-0.7,-3.3,-10.7,-0.931,-24.0,7.1,-17.4,-0.3,Cc1ccc2cc(/C=C(\C#N)C(N)=O)c(N3CCCCC3)nc2c1
-0.1,-0.6,-1.9,-0.2,0.583,16.6,18.7,-46.0,2.5,COc1ccc(N2C(=O)C3CCCN3C2c2ccccc2Cl)cc1 (stereo not drawn)
-0.1,6.1,-7.3,16.3,0.112,-9.2,5.0,-12.3,2.3,Cc1ccc2cc(CCNC(=O)C(C)C)c(=O)[nH]c2c1C
0.6,-3.9,-5.3,0.8,0.117,-1.0,10.4,-32.3,2.3,CCNc1ccc(S(=O)(=O)N(C)C)cc1[N+](=O)[O-]
1.3,1.3,-3.1,0.3,·,-5.4,-11.1,-17.6,-0.7,COc1ccc(N(CC(=O)NCc2cccs2)S(=O)(=O)c2c(C)n[nH]c2C)cc1
0.8,1.7,1.6,-16.8,0.0857,3.6,9.1,-1.9,1.9,Cc1cccc(NC(=S)NC2CCCC2)c1
-0.7,0.6,1.1,-22.6,-1.98,4.8,11.0,-5.2,-0.9,CN(C)CCNS(=O)(=O)c1ccc(N2CCN(c3ccc(F)cc3)CC2)c([N+](=O)[O-])c1
-0.1,-0.9,-7.4,-107.2,·,-8.0,-6.2,-13.8,3.0,CCOC(=O)C1CCCN(c2ncnc3c2[nH]c2cccc(OC)c23)C1 (stereo not drawn)
0.2,0.8,-8.1,-18.6,0.0483,-5.4,0.0,-11.0,-3.8,N#C/C(=C\c1ccc(Cl)cc1)c1nc(-c2ccco2)cs1
-0.3,0.5,2.7,-7.5,0.157,5.7,12.5,2.5[20 µM],4.7,COc1ccc(CCNc2nncc(=O)[nH]2)cc1OC
1.5,1.7,6.3,-2.6,-0.522,1.7,10.1,-14.8,1.2,COCCCNC(=S)N1CCCN(c2nc3cc(C)ccc3cc2C#N)CC1
-0.8,1.2,-0.8,4.6,-0.0378,0.6,10.4,-24.0,-5.0,CC1=C(C(=O)OC2CCCCC2)C(c2ccco2)C2=C(CC(C)(C)CC2=O)N1 (stereo not drawn)

# Two entries from above, with two lines to a compound:
# Fields: PERK inh	Wee1 degr inh	thrombin 1536	KLK5 inh	Cl transport mod	FXIa inh 1536	FXIIa inh 1536	Furin inhibitor	p97 ATPase inh
CCNc1ccc(S(=O)(=O)N(C)C)cc1[N+](=O)[O-]
→ 0.6	-3.9	-5.3	0.8	0.117	-1.0	10.4	-32.3	2.3
CC(C)c1ccc(C2=C(O)c3ccccc3C(=O)C2=O)cc1
→ 0.0	0.1	-0.3	-7.5	1.46	9.7	11.3	-10.1	2.4

# Compound activity: PubChem BioAssay, several laboratories
